Screening results (PubChem)
NS3 helicase inh: HCV NS3 helicase inhibition. NS3 helicase DNA unwinding, Cy5 molecular beacon fluorescence. inhibition, % at 10.9 µM. hit rate 0.56% among 290,000. AID 1800;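 active = inhibition above the mean of all tested compounds plus 3 SD, set per campaign, cut at about 35% in these data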;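 note: 0% = DMSO wells and 100% = thioflavine S control wells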
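test system = hepatitis C virus NS3 helicase domain fragment enzyme | reagent = annealed dual-labelled DNA beacon duplex, ATP-started | times = 1 h at 25 °C | detection = Cy5 fluorescence, 0 and 60 min reads | read-out basis = percent inhibition from t60/t0 fluorescence ratio | control set = DMSO and thioflavine S | replication = one well per compound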
UBC9 SUMO inh: blocks human SUMOylation mediated by UBC9. P63279. HTRF SUMOylation assay, SAE1/SAE2 + UBC9, in vitro. inhibition, % at 35 µM. hit rate 0.36% among 290,000; in the data active = inhibition above about 50%, passing the limit was not always enough; note: strong numbers were not always called active
Target sequence (P63279 whole entry, looked up): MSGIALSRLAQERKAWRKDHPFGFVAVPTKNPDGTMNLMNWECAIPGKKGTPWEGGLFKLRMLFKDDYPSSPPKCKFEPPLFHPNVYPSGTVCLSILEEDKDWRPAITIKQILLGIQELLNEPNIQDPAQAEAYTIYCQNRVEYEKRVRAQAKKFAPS
NALP1 inh: NALP1 inhibition; S. cerevisiae NALP1/ASC/caspase-1 growth, X-gal OD620, 72 h; inhibition, % at 10 µM; hit rate 0.61% among 280,000; AID 2071; in the data active = inhibition mostly above about 24%, no sharp cut-off; inactive = mostly below about 32%; note: some compounds called inactive have numbers as strong as hits
IMP-1 inh: blocks Pseudomonas aeruginosa IMP-1 metallo-beta-lactamase; hit rate 0.45% among 290,000; purified IMP-1, nitrocefin hydrolysis, epi-absorbance fluorescence; AID 1556; inhibition, % at 5.6 µM;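 active = inhibition above the mean plus 3 SD of all compounds in the same screening run, cut at about 4.5% in these data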;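 note: 0% = IMP-1 with DMSO and 100% = DMSO wells lacking enzyme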
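System: purified IMP-1 / Input: IMP-1 dispensed at 0.2 nM / Medium: 50 mM HEPES pH 7.1, 50 µM ZnSO4, 0.05% Brij 35 / Timing: 15 min enzyme–compound preincubation, then 25 min nitrocefin reaction, 25 °C / Technique: plate fluorescence quenching by hydrolysis product, ex 480/em 530 nm / Repeats: singlicate testing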
VIM-2 inh: blocks Pseudomonas aeruginosa VIM-2 metallo-beta-lactamase; purified VIM-2, nitrocefin hydrolysis, epi-absorbance fluorescence; inhibition, % at 5.6 µM; hit rate 0.89% among 290,000; AID 1527;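 active = inhibition above the mean of all tested compounds plus 3 SD, cutoff set per screening run, cut at about 7.5% in these data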;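 note: red hydrolysis product quenches plate fluorescence so inhibitors raise well fluorescence; 0% = enzyme with DMSO and 100% = DMSO without enzyme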
M18AAP inhibitor: PfM18AAP enzyme inhibition. hit rate 1.2% among 290,000. AID 1822. inhibition, % at 7.35 µM. recombinant PfM18AAP, H-Glu-NHMec fluorogenic cleavage;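 active = inhibition above the campaign mean inhibition over all tested compounds plus 3 SD, cut at about 28% in these data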;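 note: 0% = plate median of test compound wells and 100% = 2 mM ZnCl2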
FID counter: fluorescent intercalator displacement, NS3 helicase counter-screen; hit rate 0.17% among 290,000; inhibition, % at 7.9 µM; DNA fluorescent intercalator displacement, fluorescence; AID 1845; in the data active = inhibition above about 37%;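 note: 0% = vehicle and 100% = reference compound; higher means more ethidium bromide displaced from hairpin DNA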
MEKK2 mut-MEK5: signal of MEK5 binding to mutant human MEKK2 PB1 domain. hit rate 0.35% among 290,000. percent response, % at 10 µM. bead flow cytometry, Alexa488-MEK5 binding to MEKK2 mutant. AID 1530; in the data active = percent response above about 24%, passing the limit was not always enough; note: inactives centre near 1; some results filed as inactive read as strong as hits
MEKK2 WT-MEK5: raises or lowers MEK5 binding to wildtype human MEKK2 PB1 domain. hit rate 1.1% among 290,000. bead flow cytometry, Alexa488-MEK5 binding to MEKK2 WT; actives lie on both sides. binding response (% of control), % at 10 µM. Q9Y2U5; in the data active = binding response below about 67% or above about 130%
* = called active by the depositor; nt = not tested or not shown.

SMILES	NS3 helicase inh	UBC9 SUMO inh	NALP1 inh	IMP-1 inh	VIM-2 inh	M18AAP inhibitor	FID counter	MEKK2 mut-MEK5	MEKK2 WT-MEK5
COc1ccc(C(c2c(O)nc(SC)n(C)c2=O)c2c(O)nc(SC)n(C)c2=O)cc1O	-12	-7	16	-1.7	0.2	2	1	1	118
CCOC(=O)Nc1sc(NS(=O)(=O)c2ccccc2)nc1C	-3	14	-2	-3.0	-2.0	5	-3	1	101
O=C(O)CCc1ccc(-c2ccc(Br)cc2)n1-c1cccc(O)c1	-10	-2	15	-0.5	-0.9	8	-19	-4	94
N#Cc1c(N)nc(N)nc1Nc1ccc(Br)cc1	-3	26	20	-2.4	-0.2	0	-5	-13	88
Cc1cc(Oc2ccccc2)nc(OCC#N)n1	3	19	15	-0.3	0.2	-4	-1	1	104
O=C(NC1CCN(C(=O)Nc2ccc(F)cc2)CC1)c1ccccc1F	5	-15	-6	-1.1	-1.6	-3	-10	-2	102
CCOC(=O)Nc1ccc2c(c1)N(C(=O)N1CCN(C)CC1)c1ccccc1CC2	-10	16	19	-0.9	0.2	1	24	-8	92
O=C(NCc1ccco1)c1ccc2c(=O)n(CCC3=CCCCC3)c(=O)[nH]c2c1	0	44	-15	-2.9	-1.6	4	-6	0	99
Cc1ccnc(NC(=O)CCC(=O)N(CC(=O)NCCc2ccccc2)Cc2ccco2)c1	-7	-3	-16	-4.5	-2.4	-5	-31	10	104
CC(=O)Nc1cccc(/C(C)=N/Nc2nc3ccccc3s2)c1	-9	13	0	-3.1	-2.3	9	-8	-2	99
Cc1ccc(N=C2NC(=O)/C(=C/c3cccn3C)S2)cc1C	18	15	2	-4.0	-1.2	1	-23	-10	94
COc1cccc2sc(NNC(=O)c3nc4ccccc4s3)nc12	4	3	26	-0.6	-1.3	30*	1	-3	98
CSc1nc(-c2ccc(F)cc2)cc(=O)[nH]1	-4	-9	34	0.5	-2.9	-7	-1	-5	90
CC(C)(C)NC(=O)CN(C(=O)CS(=O)CC(=O)Nc1ccc(F)cc1)c1ccc(Cl)cc1 (stereo not drawn)	-2	11	4	-3.8	-3.4	1	-22	5	106
CS(=O)(=O)Nc1ccc(C(=O)N2CCN(c3ccccc3F)CC2)cc1	-5	9	12	-2.8	-4.4	2	-8	7	110
CCCCNC(=S)NNC(=O)c1c(C)nc2ccccn12	15	13	-8	-2.3	-5.9	38*	-8	-12	82
NS(=O)(=O)c1ccc(CCNCc2cc(Br)ccc2OCc2ccccc2F)cc1	-58	-6	26	0.3	-0.9	1	24	21	133
CC(=O)CSc1ncnc2c1cnn2-c1ccccc1	21	10	2	-3.4	-3.1	5	-10	-2	112
CNC(=S)N1CCN=C1Nc1nc(C)cc(C)n1	-30	-4	26	-2.7	0.9	1	-3	3	100
CN(Cc1cccs1)C(=O)c1ccc(S(=O)(=O)NCc2ccco2)cc1	5	7	nt	0.6	0.6	-8	-12	1	100
N#CC(C#N)=C1c2cc(S(N)(=O)=O)ccc2-c2ccc(S(N)(=O)=O)cc21	8	12	0	-4.1	2.0	3	2	-5	95
CCNC(=O)/C=C1\NC(C)(C)Cc2c1ccc1ccccc21	-6	14	9	-2.6	0.0	2	-14	-2	93
C=CCn1c(SCc2nc3cc(C(F)(F)F)ccc3c(=O)[nH]2)nc2sc(CC)cc2c1=O	5	25	29	-2.0	-2.4	-2	5	0	101
COc1cc2nc(CN3CCN(S(=O)(=O)c4ccc(C)c(C)c4)CC3)[nH]c(=O)c2cc1OC	-27	6	7	-3.3	-4.1	1	-6	-8	95
CS(=O)(=O)Nc1ccc(S(=O)(=O)N2CCCCCC2)cc1	-3	-5	14	-1.6	-3.3	-3	-6	-4	102

Compound profiles, from the list above. Order of values: NS3 helicase inh | UBC9 SUMO inh | NALP1 inh | IMP-1 inh | VIM-2 inh | M18AAP inhibitor | FID counter | MEKK2 mut-MEK5 | MEKK2 WT-MEK5
`CNC(=S)N1CCN=C1Nc1nc(C)cc(C)n1` across the screens: -30 | -4 | 26 | -2.7 | 0.9 | 1 | -3 | 3 | 100
`O=C(O)CCc1ccc(-c2ccc(Br)cc2)n1-c1cccc(O)c1` across the screens: -10 | -2 | 15 | -0.5 | -0.9 | 8 | -19 | -4 | 94
`CC(C)(C)NC(=O)CN(C(=O)CS(=O)CC(=O)Nc1ccc(F)cc1)c1ccc(Cl)cc1` (stereo not drawn) across the screens: -2 | 11 | 4 | -3.8 | -3.4 | 1 | -22 | 5 | 106
`CSc1nc(-c2ccc(F)cc2)cc(=O)[nH]1` across the screens: -4 | -9 | 34 | 0.5 | -2.9 | -7 | -1 | -5 | 90
`CCNC(=O)/C=C1\NC(C)(C)Cc2c1ccc1ccccc21` across the screens: -6 | 14 | 9 | -2.6 | 0.0 | 2 | -14 | -2 | 93

(more compounds)
SMILES	NS3 helicase inh	UBC9 SUMO inh	NALP1 inh	IMP-1 inh	VIM-2 inh	M18AAP inhibitor	FID counter	MEKK2 mut-MEK5	MEKK2 WT-MEK5
CC(=C\C(=O)O)/C(=C/c1ccco1)C(=O)O	35	5	8	-1.6	-1.6	22	-7	3	97
Cc1ccc(S(=O)(=O)Nc2cc(-c3nn(C)c(=O)c4ccccc34)ccc2N2CCOCC2)cc1	-6	23	8	-4.0	-1.9	-4	-5	5	105
CCOC(=O)c1sc(C)c2c(=O)n(CC)nnc12	6	10	36	-2.6	-1.2	3	-1	4	98
N/C(Cc1cccc2ccccc12)=N\O	0	10	7	-3.0	-2.8	0	0	3	100
CCOC(=O)c1oc2ccc(/C=N/O)c(Cl)c2c1C	0	13	5	-0.5	2.5	-9	-2	-13	90
Cc1nn(Cc2ccc(Cl)cc2)c(C)c1NC(=O)CSc1nc2c(c(C(F)(F)F)n1)CCc1ccccc1-2	8	28	19	-1.7	2.9	8	4	7	102
CCOC(=O)c1oc2ccc(CNC(C)(C)C)c(Cl)c2c1C	-3	11	12	-2.3	-2.9	-1	27	-1	95
CCn1c(SCC(=O)Nc2ccc3c(c2)OCCO3)nnc1C(C)C	4	8	8	-2.9	-2.0	4	-10	2	105
CC(C)Cc1nnc(NC(=O)c2cc3c(s2)CCC3)s1	6	-13	nt	-2.9	-1.8	2	-8	-1	98
COc1ccc(OC)c(CN2CCN(C(=O)c3ccco3)CC2)c1	0	-3	4	-2.1	-3.0	0	-12	8	107
COCc1nnc(NC(=O)CSc2ccc(C)cc2)s1	6	34	8	-0.4	-0.1	-13	-7	-5	95
CCCCN(C(=O)C1CC(=O)N(c2ccc(OC)cc2OC)C1)c1c(N)n(CC(C)C)c(=O)[nH]c1=O (stereo not drawn)	2	12	15	-3.1	-5.3	-2	-16	10	110
O=C(NC1CCCCNC1=O)c1ccco1 (stereo not drawn)	-4	2	11	-2.1	-2.0	4	-3	6	105
O=S(=O)(Nc1c(S(=O)(=O)c2ccccc2)c2nc3ccccc3nc2n1C1CCCCC1)c1ccccc1	31	99*	5	-2.2	-2.1	4	-24	28	90
COC(=O)c1ccc(CNCC(O)COc2ccc(-c3ccccc3)cc2)cc1 (stereo not drawn)	-64	10	24	-0.3	-0.1	-3	17	2	119
Cc1ccc(NC(=O)c2c([N+](=O)[O-])cnn2C)cc1C	-8	8	13	-6.3	-2.5	0	4	3	98
Cn1c(CNC(=O)c2ccc(F)cc2)nc2ccccc21	0	-20	nt	-3.4	-1.9	-3	1	4	99
NC(=O)c1ccc(NC(=O)Nc2ccc3c(c2)OCO3)cc1	-5	-2	1	3.2	-2.4	0	-6	5	105
Cc1ccsc1C(=O)NCC(=O)OCc1ccccc1	-1	20	2	-0.8	-1.2	-5	-4	0	96
CCOc1ccc(N2C(=O)Nc3ccccc3C2(O)C(=O)NCc2ccc(C)cc2)cc1 (stereo not drawn)	-11	10	9	-2.4	0.2	-3	-10	-13	86
COc1ccc(CNC(=O)Cn2nnc(-c3ccc(NC(=O)C4CCCCC4)cc3)n2)cc1	9	4	36	-1.9	-2.1	-11	0	0	105
N#Cc1c2n(c(=S)n(-c3ccccc3[N+](=O)[O-])c1=O)CCCCC2	-3	-4	28	0.8	1.8	35*	-18	0	94
CCOC(=O)Cc1csc(NC(=S)NC(=O)c2cccc([N+](=O)[O-])c2)n1	-2	0	2	-3.4	-0.2	3	1	1	108
CCOC(=O)c1sc(NC(C)=O)nc1C	13	-5	6	0.1	0.0	-40	3	7	104
CCOc1cc(/C=N/NC(=O)Cn2nc([N+](=O)[O-])cc2C)cc(Br)c1OCc1ccccc1C	-1	9	0	3.0	-1.9	2	3	7	106

Continued:
SMILES	NS3 helicase inh	UBC9 SUMO inh	NALP1 inh	IMP-1 inh	VIM-2 inh	M18AAP inhibitor	FID counter	MEKK2 mut-MEK5	MEKK2 WT-MEK5
S=C(NCc1ccco1)Nc1ccc(Br)cc1Cl	6	-15	-9	-1.2	-2.2	0	-2	3	107
COc1ccc(-c2cnn3cc(-c4cccc(Cl)c4)cnc23)cc1	-2	7	13	-2.0	0.2	-4	-1	-12	102
O=C(/C=C/c1c(F)cccc1Cl)c1ccc(F)cc1	-1	28	2	-1.2	1.1	-12	0	0	101
CN1C(=O)CC(N2CCN(CC(N)=O)CC2)C1=O (stereo not drawn)	0	20	5	-2.6	-2.3	-1	4	-4	99
O=C(Nc1ccon1)Nc1cccc(Cl)c1Cl	7	12	16	-1.9	-1.2	-5	-1	-2	94
COc1cc(/C=N/Nc2ncc(C(F)(F)F)cc2Cl)cc(OC)c1O	9	-4	23	-5.8	-4.8	35*	-12	-1	102
Cc1c(NCc2nc3ccccc3[nH]2)c(=O)n(-c2ccccc2)n1C	1	24	-4	-6.3	-3.4	1	-13	-15	86
O=C(COC(=O)CSc1nnc(-c2ccc(Cl)cc2)o1)Nc1cc(Cl)ccc1Cl	-6	27	nt	-0.5	-1.4	-7	-4	10	112
O=C(NCCc1cccc(F)c1)/C(=C/c1cccnc1)NC(=O)c1ccccc1	4	5	17	-0.1	-0.6	-6	-8	1	105
CC(OC(=O)Cc1c(F)cccc1Cl)C(=O)NCCC1=CCCCC1 (stereo not drawn)	-9	-8	48	-3.4	-3.3	1	-30	-2	98
COC(=O)c1ccc(S(=O)(=O)N2Cc3ccccc3C2)cc1	4	-4	-13	-3.3	-4.2	-3	-11	1	117
CCOc1ccc(N2C(=O)c3cccnc3C2Nc2ccc(C)c(C)c2)cc1 (stereo not drawn)	6	0	-3	-2.8	-1.4	8	-17	-7	88
COc1cc(CNCCc2c[nH]c3ccccc23)ccc1OCc1ccc(F)cc1	-19	-22	16	-2.9	-4.2	3	18	47*	197*
Cc1ccc(Cl)c(OCC(=O)OCC(=O)NC2CCCc3ccccc32)c1 (stereo not drawn)	-8	6	7	-3.0	-2.3	2	-12	8	105
CC1CCN(C(=O)/C(=C\c2ccccc2F)NC(=O)c2ccccc2)CC1	2	-4	-3	-0.6	-0.3	-6	-36	-7	93
Cc1cccc(-n2c(C)cc(C(=S)N3CCOCC3)c2C)c1C	-1	4	-10	-0.7	-1.1	1	-28	1	97
CCOc1ccc(-c2nc(N)ncc2Oc2ccccc2Br)c(O)c1	-10	6	4	-4.4	-1.9	-3	-5	0	96
C/C=C/c1ccc(OCCCCN2CC(C)CC(C)C2)c(OC)c1 (stereo not drawn)	-27	10	-11	-0.5	-0.9	-2	18	0	107
CN(C)/N=C1\CCS(=O)(=O)c2sccc21	8	5	15	-0.7	-0.9	-6	-2	-3	98
N#CCC(=O)N/N=C/c1cc([N+](=O)[O-])ccc1N1CCOCC1	25	4	5	-1.9	-3.0	20	8	2	103

The order is random; any-hit rate near 4.7%.
